inhibitors of VEEV: inhibitors of VEEV TC-83 cytopathic effect, confirmation, Vero cells (AID 588727); Vero cells, VEEV TC-83 cytopathic effect inhibition; higher % means a stronger effect; one-dose inhibition, % at 20 µM; IC50 in µM for titrated hits; 350,000 compounds, 0.13% hits; in the data active = a potency from the dose series; inconclusive = inhibition mostly from about 14% at the one dose, without a potency; inactive = the rest, 99 in 100 with inhibition below about 12%; also: strong numbers were not always called active
influenza NS1A: NS1A inhibition, H1N1 influenza, cell based functional assay (AID 504329); NS1A functional cell-based assay, percent inhibition; higher % means a stronger effect; one-dose inhibition, % at 12.5 µM; IC50 in µM for titrated hits; 340,000 compounds, 0.3% hits; in the data active = a potency from the dose series; inconclusive = inhibition above about 27% without an active follow-up result; also: strong numbers were not always called active
H37Rv inhibition: M. tuberculosis growth inhibition, HTS (AID 449762). 330,000 compounds, 0.59% hits. inhibition, % at 25 µM, or IC50 in µM where a hit was titrated. M. tuberculosis H37Rv growth inhibition, 7H9 media; higher % means a stronger effect; in the data active = a potency from the dose series; inconclusive = inhibition above about 70% without an active follow-up result;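 also: bacterial growth assessed after seven days of incubation; strong numbers were not always called active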
tuberculosis growth: growth inhibition of non-replicating M. tuberculosis (AID 488890). Mycobacterium tuberculosis non-replicating, growth inhibition; higher % means a stronger effect. 320,000 compounds, 0.39% hits. inhibition, % at 25 µM, or IC50 in µM where a hit was titrated; in the data active = a potency from the dose series; inconclusive = inhibition mostly from about 82% at the one dose, without a potency; inactive = the rest, 99 in 100 with inhibition below about 76%;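 also: plate controls were DMSO cells for no effect and high antibiotic wells for full effect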
PhoP GFP inhibition: PhoP regulon inhibitors, Salmonella typhi PhoP promoter GFP reporter, confirmatory (AID 1850); inhibition, % at 50 µM; hits with a dose series show IC50 in µM; 310,000 compounds, 0.33% hits; Salmonella Typhi PhoP-promoter GFP reporter, fluorescence, 4 h; higher % means a stronger effect; in the data active = a potency from the dose series; inconclusive = inhibition mostly from about 25% at the one dose, without a potency; inactive = the rest, 99 in 100 with inhibition below about 19%;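 also: 0% = induced wells with vehicle and 100% = uninduced wells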
An asterisk follows results filed as active; i = inactive; ? = inconclusive; . = no result given.

SMILES	inhibitors of VEEV	influenza NS1A	H37Rv inhibition	tuberculosis growth	PhoP GFP inhibition
C#Cc1ccc([C@@H]2C=C(C(=O)O)O[C@H](OCC)[C@H]2CCCO)cc1	1.2%	8%	1%	-19%	-2%
CC(Cc1ccccc1)/[N+]([O-])=C\c1ccc(C(F)(F)F)cc1 (configuration not stated)	6.6%	-15%	-2%	?	13%
O=c1cc(O)n(Cc2ccc(F)cc2)c(=O)[nH]1	0.2%	-12%	12%	-2%	-1%
CC(CN1C(C)CCCC1C)OC(=O)c1ccccc1Cl (configuration not stated)	i	-2%	3%	6%	-5%
CCCCN1C(=O)/C(=C2/Sc3ccccc3N2C)S/C1=N\c1ncn[nH]1	i	0%	?	40%	-30%
CCN(CC)CCn1c2c(c(SCC(=O)Nc3nc(C)cs3)nc1=O)CCC2	4.6%	-7%	-9%	-21%	11%
CC(/C=N\NC(=O)c1ccc2c(c1)OCO2)c1ccccc1 (configuration not stated)	0.3%	17%	-8%	5%	-15%
CCCCN(CCCNC(=O)c1ccc2nc(N3CCOCC3)sc2c1)Cc1ccccc1	0.7%	6%	28%	53%	-11%
CC(C)CN(C(=O)/C=C/c1nc2ccccc2s1)C1CCS(=O)(=O)C1 (configuration not stated)	11%	-1%	-8%	-26%	2%
CC(=O)Nc1ccc(NS(=O)(=O)c2ccc(CN3C(=O)c4cccnc4C3=O)cc2)cc1	1.1%	7%	8%	-1%	7%
CN(C)Cc1c(O)ccc2ccccc12	1.4%	-4%	-7%	65%	1%
CCN(CC)c1ccc(S(=O)(=O)N2CCOCC2)cc1NC(=O)COC(=O)/C=C/c1ccc(C)o1	22%	0%	-8%	28%	-8%
Cn1c(CC(=O)NNC(=O)c2ccc(Cl)nc2)nc2ccccc21	i	-14%	4%	-5%	.
Cn1c(=O)c2c(nc(SCc3nc(N)nc(N4CCCCC4)n3)n2C)n(C)c1=O	i	-3%	-5%	3%	-5%
COc1cc(OC)cc(C(=O)Nc2ccccc2S(=O)(=O)N2CCCC2OC(C)=O)c1 (configuration not stated)	i	-7%	-8%	-7%	-4%
CSc1ccc(S(=O)(=O)N(CC(=O)NCc2ccccn2)c2ccc(C)cc2)cc1	2.0%	10%	-6%	33%	5%
C=C(C)CSc1cc(C)c(C#N)c2nc3ccccc3n12	2.3%	0%	34µM*	28%	-13%
CCN(C[C@H]1N[C@@](Cc2ccccc2)(C(=O)OC)[C@H]2C(=O)N(Cc3ccccc3)C(=O)[C@@H]12)S(=O)(=O)c1ccc(C(F)(F)F)cc1	4.1%	-7%	14%	13%	.
CC(NS(=O)(=O)c1ccc2c(c1)C(=O)c1cc(S(=O)(=O)NC(C)C(=O)O)ccc1-2)C(=O)O (configuration not stated)	i	-5%	-6%	-8%	2%
CCc1nccn1CCC(=O)N1CCCC(Nc2ccc(F)cc2)C1 (configuration not stated)	1.7%	-4%	-7%	-6%	-2%
CC(C)(C)Cc1nnc(NC(=O)CN2C(=O)c3ccccc3C2=O)s1	0.8%	-20%	0%	-10%	-2%
Cc1cccc(-n2cccc2)c1C#N	0.4%	2%	-6%	-13%	-1%
CN(C(=O)Cc1c(C(=O)O)n(C)c2ccccc12)c1ccc(Cl)cc1	i	-8%	0%	-4%	-1%
N#Cc1cccc(NC(=O)COC(=O)c2cccc(N3C(=O)c4ccccc4C3=O)c2)c1	0.9%	-11%	-6%	2%	-3%
Cc1ccccc1NC(=S)N(C)Cc1cccs1	1.7%	-3%	14%	8%	10%

Some of these compounds in order of count of non-hydrogen atoms, rising:
SMILES	inhibitors of VEEV	influenza NS1A	H37Rv inhibition	tuberculosis growth	PhoP GFP inhibition
CC(Cc1ccccc1)/[N+]([O-])=C\c1ccc(C(F)(F)F)cc1 (configuration not stated)	6.6%	-15%	-2%	?	13%
C#Cc1ccc([C@@H]2C=C(C(=O)O)O[C@H](OCC)[C@H]2CCCO)cc1	1.2%	8%	1%	-19%	-2%
CCc1nccn1CCC(=O)N1CCCC(Nc2ccc(F)cc2)C1 (configuration not stated)	1.7%	-4%	-7%	-6%	-2%
CCCCN1C(=O)/C(=C2/Sc3ccccc3N2C)S/C1=N\c1ncn[nH]1	i	0%	?	40%	-30%
CCN(CC)CCn1c2c(c(SCC(=O)Nc3nc(C)cs3)nc1=O)CCC2	4.6%	-7%	-9%	-21%	11%
Cn1c(=O)c2c(nc(SCc3nc(N)nc(N4CCCCC4)n3)n2C)n(C)c1=O	i	-3%	-5%	3%	-5%
CC(=O)Nc1ccc(NS(=O)(=O)c2ccc(CN3C(=O)c4cccnc4C3=O)cc2)cc1	1.1%	7%	8%	-1%	7%

Going on with the list:
SMILES	inhibitors of VEEV	influenza NS1A	H37Rv inhibition	tuberculosis growth	PhoP GFP inhibition
CC1CN(C(=O)COC(=O)c2cc(Cl)ccc2[N+](=O)[O-])CC(C)O1 (configuration not stated)	i	11%	-3%	17%	3%
CCOc1ccc(Nc2ccc(N3C(=O)CCC3=O)cc2[N+](=O)[O-])cc1	0.6%	19%	1%	.	7%
CC(C)(C)SCCSC1=CC(=O)CC(c2ccccc2)C1 (configuration not stated)	1.7%	-5%	?	52%	9%
Cc1cc(NC(=O)C2CCCCC2)n(-c2nc3ccccc3[nH]2)n1	6.6%	-12%	?	6.8µM*	3%
Cc1ccc2[nH]c(=O)c3cc(C(=O)N(C)c4ccc(C)c(C)c4)sc3c2c1	3.0%	9%	1%	15%	11%
O=c1c(-c2ccc(Cl)cc2)[n+]([O-])c2ccccc2n1O	0.9%	-16%	-3%	60%	-10%
CCOc1ccc2nc(SCC(=O)Nc3ccc4c(c3)OCCO4)[nH]c2c1	8.2%	5%	39%	71%	3%
CC(C(=O)NC1CCS(=O)(=O)C1)N1C(=O)/C(=C/c2ccc(Cl)cc2)SC1=S (configuration not stated)	1.5%	9%	-7%	-15%	22µM*
CCSc1nnc(NC(=O)c2cc(C)oc2C)s1	2.8%	14%	1%	19%	3%
COc1ccc(CNC(=O)C(=O)NCCC2CCCCN2S(=O)(=O)c2cccs2)cc1 (configuration not stated)	1.2%	0%	5%	30%	-4%
COc1cccc(C2C(C#N)=C(N)Oc3cc(C)[nH]c(=O)c32)c1OC (configuration not stated)	3.6%	-7%	5%	4%	2%
C=CCn1c(Cc2cccs2)nnc1SCC(=O)Nc1ccc(C(=O)OCC)cc1	1.2%	0%	91%	16%	-6%
COC(=O)c1ccccc1NC(=O)CSc1nc2cccnc2n1C	0.9%	8%	-8%	-9%	-1%
O=C(COc1ccccc1)N1CCN(C2CC3CCC2C3)CC1 (configuration not stated)	0.8%	0%	5%	56%	-8%
O=C(Cn1cc2c(n1)CCCC2)Nc1ccccc1Cl	0.2%	10%	-5%	8%	-4%
COc1cc(OC)c(CN2CCc3c([nH]c4ccccc34)C2)cc1Br	i	0%	6%	55%	2%
CCCn1c(-c2cccs2)nc2ccccc21	1.9%	4%	41%	?	-12%
COc1ccc(C2C3=C(CCCC3=O)Nc3n[nH]c(C)c32)cc1OC (configuration not stated)	0.3%	9%	-6%	-4%	-3%
COc1ccc(CN2C(=O)NC(C)(c3ccc(C)cc3)C2=O)cc1F (configuration not stated)	1.6%	10%	1%	24%	0%
O=C(c1ccccc1Cl)N1CCn2c1nc1ccccc12	i	3%	6%	-3%	8%
CCOC(=O)C1CCCN(C(=O)c2ccc(CNS(=O)(=O)c3ccc(C)cc3)cc2)C1 (configuration not stated)	0.9%	1%	-4%	-1%	-11%
Cc1cc2oc(=O)cc(-c3cc4ccccc4o3)c2cc1O	7.4%	-7%	1%	5%	-6%
O=C(CC1C(=O)NCCN1Cc1c(F)cccc1Cl)NCCCn1cccn1 (configuration not stated)	i	-5%	-1%	-4%	-2%
COc1ccc(N2C(=O)C3CCCN3C2c2ccc(C)cc2)cc1 (configuration not stated)	i	-5%	-8%	5%	-9%
COc1ccc(-n2c3c(c(=O)[nH]c2=O)C(NS(=O)(=O)c2ccc(Cl)cc2)(C(F)(F)F)C(=O)N3)cc1 (configuration not stated)	0.6%	-11%	-3%	-8%	1%

An excerpt of these results, field by field:
> O=C(Cn1cc2c(n1)CCCC2)Nc1ccccc1Cl
  inhibitors of VEEV = 0.2%
  influenza NS1A = 10%
  H37Rv inhibition = -5%
  tuberculosis growth = 8%
  PhoP GFP inhibition = -4%

> COc1cc(OC)c(CN2CCc3c([nH]c4ccccc34)C2)cc1Br
  inhibitors of VEEV = i
  influenza NS1A = 0%
  H37Rv inhibition = 6%
  tuberculosis growth = 55%
  PhoP GFP inhibition = 2%

> CCCn1c(-c2cccs2)nc2ccccc21
  inhibitors of VEEV = 1.9%
  influenza NS1A = 4%
  H37Rv inhibition = 41%
  tuberculosis growth = ?
  PhoP GFP inhibition = -12%

(continued)
SMILES	inhibitors of VEEV	influenza NS1A	H37Rv inhibition	tuberculosis growth	PhoP GFP inhibition
CC1CCCC(C)N1/N=C/c1cc(Br)cc(Br)c1O (configuration not stated)	1.3%	-3%	-6%	25%	-6%
C=CCNC(=O)CCCc1ccccc1	i	1%	-2%	33%	-5%
CN1/C(=C\C=C(C#N)C#N)C(C)(C)c2ccccc21	1.5%	-17%	2%	12%	-11%
O=c1[nH]cnc2nc(-c3ccc(N(CCCl)CCCl)cc3)[nH]c12	3.2%	1%	.	.	.
CCOc1cc(C(=O)N(C)CC(=O)Nc2cccc3ccccc23)ccc1OC	i	-10%	7%	36%	.
CCc1nnc(SCc2ccc(C(=O)OC)o2)n1N	0.5%	-2%	-7%	11%	1%
Cc1cccc(NS(=O)(=O)c2cccc(C(=O)N3CCCCCC3)c2)c1	i	-8%	0%	1%	0%
CCCCCCSc1cccc(-c2nc3ccc(Cl)cn3c2NCc2ccccc2)c1	i	3%	-7%	48%	9%
CCOC(=O)/C(C#N)=C/c1c[nH]c2ccccc12	10%	-2%	-3%	12%	2%
Cc1ccc(Cn2ccc(NC(=O)c3noc4c3CCCC4)n2)cc1	i	1%	3%	20%	-3%
O=C(Nc1ccc(NC(=O)C2CCCCC2)cn1)c1ccco1	0.5%	14%	2%	7%	14%
CCCCc1nc2cc(C(=O)N3CCC[C@H]3CO)ccc2o1	1.4%	-2%	11%	2%	6%
Cn1cnnc1SCC(=O)Nc1cc(C(F)(F)F)ccc1N1CCOCC1	1.3%	6%	-8%	-16%	6%
COc1ccc2nc(/C=N/NC(=O)CCCCCNC(=O)OC(C)(C)C)ccc2c1	1.6%	1%	27%	24%	-3%
O=C(Nc1cccc(C(F)(F)F)c1)C1CCN(S(=O)(=O)c2ccc(N3CCCC3=O)cc2)CC1	i	10%	58%	15%	-11%
COc1ccc(OCC(=O)OC2CCN(C)CC2)cc1	3.7%	-6%	-6%	0%	-2%
O=C(Cn1nnc2ccccc21)c1ccccc1	1.1%	28%	-10%	-12%	-6%
O=C(COC(=O)/C=C/c1ccc([N+](=O)[O-])cc1)NC(c1ccccc1)c1ccccc1	0.5%	-18%	7%	4%	-8%
COC(=O)c1sc2ccccc2c1NC(=O)c1ccc(S(=O)(=O)N2CCCC(C)C2)cc1 (configuration not stated)	2.1%	-9%	0%	28%	6%
CC(C)C(NC(=O)CCN1C(=O)c2ccccc2C1=O)c1ccccc1 (configuration not stated)	0.1%	1%	0%	19%	6%
CCC(C)NC(=O)C1CCN(S(=O)(=O)c2cccnc2)CC1 (configuration not stated)	0.7%	0%	1%	5%	-1%
COc1cccc(NC(=O)c2oc3ccc(S(=O)(=O)N4CCOCC4)cc3c2C)c1	8.2%	2%	58%	41%	9%
Cc1ccc(C)c(N2CCN(C(=O)CCNC(=O)Cn3ccc4ccccc4c3=O)CC2)c1	0.7%	-4%	4%	16%	12%
Cc1cc(C)cc(-n2c(SCC(=O)Nc3cccc(S(=O)(=O)NC4=NCCCCC4)c3)nc3ccccc3c2=O)c1	1.2%	2%	-1%	8%	2%
